# Screens (PubChem BioAssay)
# sPLA2-III inh: Blocks human group III sPLA2 activity. QFRET BODIPY PC-A2 liposome hydrolysis, fluorescence. inhibition, % at 12.2 µM. Q9NZ20. 370,000 compounds, 0.56% hits;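 active = inhibition above mean plus 3 SD of compounds lying within the high and low control bounds, cut at about 19% in these data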;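 also: 0% = median of test compound wells and 100% = no enzyme DMSO wells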
# UHRF1 MBD2 ctr: human UHRF1 methylated DNA binding inhibitors. Q96T88. UHRF1 binding to methylated oligo, TR-FRET. inhibition, % at 4.4 µM. 370,000 compounds, 0.75% hits; in the data active = inhibition above about 21%;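 also: UHRF1 SRA domain binding a hemimethylated CpG hairpin DNA probe; 0% = median of test compound wells and 100% = reference inhibitor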
# Target sequence (Q96T88 whole entry, looked up, the tested form may be a part): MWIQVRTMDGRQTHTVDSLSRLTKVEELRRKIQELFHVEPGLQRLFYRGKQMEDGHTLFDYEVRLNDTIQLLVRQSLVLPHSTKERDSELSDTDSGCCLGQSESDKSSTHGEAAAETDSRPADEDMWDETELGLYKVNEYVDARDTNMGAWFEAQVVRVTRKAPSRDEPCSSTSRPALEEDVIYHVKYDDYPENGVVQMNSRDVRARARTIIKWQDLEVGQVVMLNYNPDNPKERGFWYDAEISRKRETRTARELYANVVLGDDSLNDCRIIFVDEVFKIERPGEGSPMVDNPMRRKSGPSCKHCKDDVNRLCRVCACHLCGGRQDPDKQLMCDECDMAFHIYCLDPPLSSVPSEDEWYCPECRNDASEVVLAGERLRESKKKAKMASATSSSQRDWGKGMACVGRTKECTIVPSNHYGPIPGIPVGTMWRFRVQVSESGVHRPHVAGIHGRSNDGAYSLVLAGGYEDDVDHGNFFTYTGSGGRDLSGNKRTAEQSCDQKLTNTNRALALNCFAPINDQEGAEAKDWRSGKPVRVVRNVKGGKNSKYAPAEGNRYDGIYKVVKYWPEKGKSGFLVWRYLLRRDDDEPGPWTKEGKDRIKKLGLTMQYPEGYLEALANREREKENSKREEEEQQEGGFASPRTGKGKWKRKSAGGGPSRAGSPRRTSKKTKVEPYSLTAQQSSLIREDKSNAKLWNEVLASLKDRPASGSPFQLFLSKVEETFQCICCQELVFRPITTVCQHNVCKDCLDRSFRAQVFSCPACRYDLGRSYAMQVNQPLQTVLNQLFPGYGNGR
# KLK7 zymogen act: proKLK7 (human) activation, primary screen. purified proKLK7, EDANS-DABCYL substrate fluorescence; 100% is mature enzyme control, 0% vehicle. activation, % at 7 µM. 370,000 compounds, 0.9% hits;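 active = activation above the mean of all tested compounds plus 3 SD, computed per campaign excluding outliers beyond control limits, cut at about 13% in these data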
# PLC-gamma1 inh: inhibitors of human phospholipase C gamma1. AID 720700. inhibition, % at 12.2 µM. P19174. purified PLC-gamma1, fluorogenic substrate, fluorescence. 370,000 compounds, 0.84% hits; in the data active = inhibition above about 9.5%
# Tn6 DDE FP: disrupts Tn6 cyclic peptide binding to fibrin D-Dimer-E complex | P02675 | Fibrin DD(E) TRITC-Tn6 fluorescence polarization displacement | inhibition, % at 8.3 µM | 370,000 compounds, 0.21% hits | AID 720509;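 active = inhibition above a per-campaign cutoff: mean of compounds within control limits plus 3 SD, cut at about 15% in these data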;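 also: 0% = median of all compound wells on the plate and 100% = blocking peptide control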
# PLCb3 inh: blocks human PLC-beta3 enzyme activity; 370,000 compounds, 0.18% hits; Purified PLC-beta3, fluorogenic substrate, fluorescence; AID 720704; Q01970; inhibition, % at 12.2 µM; in the data active = inhibition above about 11%;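 also: 0% = median of compound wells on plate and 100% = full blocker control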
# ASAP1 GAP inh: inhibitors of human ASAP1 ArfGAP activity. ASAP1-stimulated ARF1 GTP hydrolysis, GDP FP detection. inhibition, % at 16.5 µM. 360,000 compounds, 0.19% hits; in the data active = inhibition above about 25%;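 also: 0% = vehicle with enzyme and substrate and 100% = no enzyme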
# Rev-erbA mod: modulators of human Rev-erb alpha DNA binding; P20393; Rev-erbα–FITC-DNA binding, fluorescence polarization, 90 min; activity, % at 10 µM; 370,000 compounds, 0.79% hits; AID 1259318;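 active = activity above about 14%, limit read from the data; passing the limit was not always enough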;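 also: 0% = DMSO wells with 35 nM protein and 100% = DMSO wells with 750 nM protein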
# ARFGAP1 inh: rat ARFGAP1 inhibition; Arfgap1-stimulated ARF1 GTP hydrolysis, GDP FP detection; inhibition, % at 16.5 µM; 360,000 compounds, 0.26% hits;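 active = inhibition above a per-plate limit, mean inhibition of low control wells plus 3 SD, cut at about 25% in these data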;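 also: 0% = DMSO wells with enzyme and 100% = wells lacking Arfgap1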
# Target sequence (Q62848 1-136 limits assumed): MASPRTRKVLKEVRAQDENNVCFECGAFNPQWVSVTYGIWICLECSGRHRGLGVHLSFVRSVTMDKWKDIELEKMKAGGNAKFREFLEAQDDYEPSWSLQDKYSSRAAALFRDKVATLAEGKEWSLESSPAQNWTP
#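 System: truncated rat Arfgap1 GAP domain / Medium: HEPES-based buffer, pH 7.5 / Also added: N-terminally truncated human ARF1-GTP substrate / Incubation: enzyme reaction 120 min at 25 °C after 20 min preincubation / Measured by: FP of antibody-bound GDP Alexa 633 tracer, ex 620/em 688 nm / Replicates: singlicate, each compound tested once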
# Tn7 DDE FP: disrupts Tn7 cyclic peptide binding to fibrin D-Dimer-E complex; 370,000 compounds, 0.13% hits; FP displacement of FITC-Tn7 peptide from fibrin DD(E); 0% = median of compound wells per plate; inhibition, % at 8.3 µM; AID 720508;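 active = inhibition above the mean of compounds falling within the control limits plus 3 SD of them, cut at about 14% in these data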;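 also: 0% = plate median of compound wells and 100% = 10 µM Aha-Tn7 peptide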
#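 Assay system: human fibrin DD(E) protein / Input: 2 µM fibrin DD(E) / Benchmarks: high control of 10 µM Aha-Tn7 peptide / Measured by: fluorescence polarization of the labelled Tn7 tracer / Medium: Tris buffer with calcium and detergent, pH 7.8 / Timing: 10 min compound pre-incubation, 3 h probe incubation at room temperature / Repeats: one replicate per compound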
# Starred values were filed as active, the others as inactive; i = inactive; nt = no result given.
SMILES,sPLA2-III inh,UHRF1 MBD2 ctr,KLK7 zymogen act,PLC-gamma1 inh,Tn6 DDE FP,PLCb3 inh,ASAP1 GAP inh,Rev-erbA mod,ARFGAP1 inh,Tn7 DDE FP
CCOc1ccccc1CN1CCNC(=O)C1CC(=O)NCc1nc(C)cs1 (stereo not given),2,3,0.1,-7,6,-18,-6,-3,6,-1
CCN(C(=O)c1cccnc1SC)C12CC3CC(CC(C3)C1)C2,-1,-2,0.2,-2,9,-2,-15,-3,-2,-1
CC(C)Cn1c(N)c(C(=O)COC(=O)c2ccc3c(c2)OCCO3)c(=O)n(C)c1=O,-8,-1,0.1,-1,1,-3,-7,0,6,-2
Cc1cccc2c(N)c3c(nc12)N(C)CC3,2,-3,2.4,-24,1,-47,-1,-1,6,-3
COc1ccc(OC)c(S(=O)(=O)n2ccc(C)n2)c1,4,2,-0.5,-1,8,-8,-2,4,0,3
CC(C)CNC(=O)c1noc2c1CCCC2,14,3,1.1,-2,-1,-1,10,-6,9,1
CCN(CCNC(=O)C1CC(=O)N(CCc2ccccc2)C1)c1ccccc1 (stereo not given),-2,-2,-0.5,2,2,2,4,1,8,5
Cn1ccc2c(-c3ccc(F)cc3F)cc3c(c21)C1CCC3C1 (stereo not given),8,0,-1.1,-4,6,-6,-10,-3,-5,5
COc1ccc(NC(=O)Cn2cc(S(=O)(=O)Cc3ccccc3)c3ccccc32)c(OC)c1,-12,0,0.6,4,-5,1,-3,3,9,2
Cc1cc2c(c(SCC(=O)NCc3ccc(Cl)cc3)n1)C(=O)OC2,10,7,-0.2,1,-3,-7,-7,-4,9,2

# The list goes on; the last 6 above are carried over.
SMILES,sPLA2-III inh,UHRF1 MBD2 ctr,KLK7 zymogen act,PLC-gamma1 inh,Tn6 DDE FP,PLCb3 inh,ASAP1 GAP inh,Rev-erbA mod,ARFGAP1 inh,Tn7 DDE FP
COc1ccc(OC)c(S(=O)(=O)n2ccc(C)n2)c1,4,2,-0.5,-1,8,-8,-2,4,0,3
CC(C)CNC(=O)c1noc2c1CCCC2,14,3,1.1,-2,-1,-1,10,-6,9,1
CCN(CCNC(=O)C1CC(=O)N(CCc2ccccc2)C1)c1ccccc1 (stereo not given),-2,-2,-0.5,2,2,2,4,1,8,5
Cn1ccc2c(-c3ccc(F)cc3F)cc3c(c21)C1CCC3C1 (stereo not given),8,0,-1.1,-4,6,-6,-10,-3,-5,5
COc1ccc(NC(=O)Cn2cc(S(=O)(=O)Cc3ccccc3)c3ccccc32)c(OC)c1,-12,0,0.6,4,-5,1,-3,3,9,2
Cc1cc2c(c(SCC(=O)NCc3ccc(Cl)cc3)n1)C(=O)OC2,10,7,-0.2,1,-3,-7,-7,-4,9,2
FC(F)(F)c1cccc(OCc2noc(-c3ccsc3)n2)c1,-9,0,0.2,-1,-7,-6,17,-1,7,-11
CCS(=O)(=O)N1CCC(C(=O)NCc2ccc(F)cc2Cl)CC1,1,0,-0.1,4,2,5,-3,-4,-10,-2
Cc1cccc(N/N=C/c2ccccc2O)c1,15,2,-0.1,-4,3,-7,4,3,8,9
COc1ccc(Cl)cc1NC(=O)NCc1ccc2c(c1)OCO2,-4,1,0.2,2,1,-4,-4,2,6,-4
C[C@H]1[C@@H](OC(=O)Oc2ccc([N+](=O)[O-])cc2)CC[C@@]23CCCN2C(=O)CCC[C@@H]13,4,-1,nt,3,-2,0,nt,-4,nt,-4
Cc1ccc(NC(=O)CC(NC(=O)c2ccccc2Cl)c2ccccc2)nc1 (stereo not given),-9,0,0.0,2,-1,-3,0,0,3,-4
C=CCSc1nnc(NC(=O)CSc2nc3ccccc3o2)s1,-1,-1,-0.1,0,3,-2,-3,-7,-2,3
CCOC(=O)N1CCN(Cc2nc3c(c(=O)n(C)c(=O)n3C)n2Cc2cccc(C)c2)CC1,-4,0,-0.1,2,4,1,-5,0,-2,-2
CC1Cn2c(nc(=O)c3c2NCN(CCc2ccccc2)C3)S1 (stereo not given),5,-4,0.4,4,5,1,9,-3,-1,-5
O=C(CSc1n[nH]c(=O)[nH]c1=O)Nc1ccc(Br)cc1Br,5,15,-0.5,5,1,-5,6,-3,0,1
COc1ccccc1-c1cc(C(=O)Nc2cc(C)n(Cc3ccc(Cl)cc3)n2)no1,-6,2,-0.4,1,-5,0,1,1,1,1
CNC(=O)c1cc(-c2ccc(Cl)cc2)n(-c2ccccc2)n1,0,-1,0.8,1,-7,0,-1,0,-1,0
CCc1ccc(CN(C)Cc2nc(Cc3ccc(OC)c(OC)c3)no2)nc1,-4,-2,-0.2,-2,6,-6,-8,-1,2,1
CC(C)(C)OC(=O)N1C(=O)[C@](OC(=O)c2ccccc2)(c2ccccc2)c2cccc(F)c21,-18,0,0.6,1,4,1,-1,-2,-3,-2
O=C(O)COc1ccccc1C=NNc1ccc([N+](=O)[O-])cc1S(=O)(=O)Nc1ccc(Cl)cc1,-59,14,0.9,-227,-10,-309,4,-1,-4,-6
C=CC[C@@H](CC(=O)N[C@H](CO)Cc1ccccc1)C(=O)N[C@@H](COC(=O)[C@H](CC=C)CC(=O)OC(C)(C)C)Cc1ccccc1,-42,0,-0.2,9.5*,5,4,6,-3,-1,10
O=C1NC(=S)N(c2cccc(Cl)c2)C12CCCCC2,4,3,-0.3,8,0,0,-4,-1,7,1
O=C(NCC(c1ccco1)N1CCN(c2ccc(F)cc2)CC1)c1ccco1 (stereo not given),2,3,-0.1,1,7,-5,7,2,-9,-3
Cc1ccc(NC(=O)O/N=C/c2ccc(F)cc2)cc1,8,-2,0.1,2,0,2,2,-3,-7,6
O=C(NCCO)c1cccc(-c2cnc3cccnn23)c1,-4,0,54*,i,7,i,-5,-5,2,-2
CCCNC(=O)c1cc(C2CCCN(C(=O)c3cc(C(C)(C)C)nn3C)C2)on1 (stereo not given),-3,-1,0.4,3,0,3,-6,1,-5,-5
COCCOc1nc2c(c(=O)n(C)c(=O)n2C)n1Cc1cccc(OC)c1,6,-2,0.3,-2,-5,-2,-8,2,2,3
Cc1c(C(=O)NCc2ccc(F)cc2)sc(=O)n1Cc1ccc(Cl)c(Cl)c1,-10,-1,0.6,0,2,0,12,-1,6,-10
COc1cccc(CN(C)C(=O)CC[C@H]2O[C@@H](n3cnc4c(NC(=O)c5ccccc5)ncnc43)[C@H](O)[C@@H]2O)c1,4,0,0.1,2,-5,-1,-6,-5,1,1
COc1cc(C(=O)N[C@H](C(=O)NC2CCCCCC2)C(C)C)cc(OC)c1OC,-3,3,-0.2,3,7,1,-14,1,-6,4
Cc1cccc(NC(=O)NN2CCN(C)CC2)c1C,9,1,-0.7,-1,1,-3,5,0,10,-1
Cc1cc(Cl)ccc1OCc1nnc(-c2ccccc2C)o1,-5,-1,-0.2,2,-3,2,-11,-4,9,-4
COc1ccc(-c2ccc(=O)n(CC(=O)Nc3ccc(C(=O)NC4CC4)cc3)n2)cc1OC,0,-2,-0.1,-7,5,-7,14,2,12,-4
CCOC(=O)c1cc2n(c1N)-c1ccccc1C2=O,-1,-2,-1.0,-60,-4,-77,10,-1,-9,-4
CCOc1ccc(C(=O)Nc2ccc(N3CCN(S(C)(=O)=O)CC3)cc2)cc1[N+](=O)[O-],2,0,0.9,0,0,1,8,6,0,-3

# Only KLK7 zymogen act, ARFGAP1 inh and ASAP1 GAP inh (2 entries from above):
compound	KLK7 zymogen act	ARFGAP1 inh	ASAP1 GAP inh
Cc1ccc(NC(=O)CC(NC(=O)c2ccccc2Cl)c2ccccc2)nc1 (stereo not given)	0.0	3	0
C=CCSc1nnc(NC(=O)CSc2nc3ccccc3o2)s1	-0.1	-2	-3

# Remaining list, next part.
SMILES,sPLA2-III inh,UHRF1 MBD2 ctr,KLK7 zymogen act,PLC-gamma1 inh,Tn6 DDE FP,PLCb3 inh,ASAP1 GAP inh,Rev-erbA mod,ARFGAP1 inh,Tn7 DDE FP
O=c1[nH]c2ccc(S(=O)(=O)N3CCN(c4ccccc4F)CC3)cc2s1,-33,0,0.2,-3,-3,-6,-9,-5,7,5
CCOc1ccc(/C=N/NC(=O)C(C)Sc2ccccn2)cc1OCC (stereo not given),6,0,-0.1,1,1,-1,10,0,14,8
C=CCn1c(-c2cccc(OC)c2OC)n[nH]c1=S,5,1,-0.2,-1,2,-4,2,1,7,-7
O=C(NNS(=O)(=O)c1ccccc1[N+](=O)[O-])c1cccnc1,4,-3,-0.9,1,7,1,-1,6,3,3
Cc1occc1-c1nnc(SCC(=O)Nc2ccccc2N2CCCCC2)n1C,-8,-4,5.8,0,7,4,7,1,4,3
CCN(CC)CC(=O)Nc1sc2c(c1C(=O)c1ccccc1C)CCC2,5,3,0.5,1,-3,-6,-6,2,5,-5
CC1CN(C2=NC(=O)/C(=C3/C(=O)N(Cc4ccc(F)cc4)c4ccccc43)S2)CC(C)O1 (stereo not given),-4,1,0.2,3,-2,-4,0,2,4,1
Cc1cccc(-n2cnc3cc(C(=O)N4CCc5ccccc54)ccc32)c1,-8,-2,0.4,-1,-10,-2,3,-5,-9,1
O=C(O)c1cc(O)ccc1O,-5,1,2.3,-153,-8,-209,6,2,4,0
CN(C(=O)COC(=O)c1nn(C)c(=O)c2ccccc12)c1c(N)n(Cc2ccccc2)c(=O)[nH]c1=O,-5,-3,-0.1,-1,2,-6,-1,-2,17,0
COc1cc(C(=O)N2CCN(c3ccccc3OC)CC2)c([N+](=O)[O-])cc1OC,-3,2,-0.1,-1,2,-4,-4,-5,-1,-5
O=C(O)c1ccc(Nc2ncnc3scc(-c4ccccc4)c23)cc1,1,0,0.1,-1,1,0,3,0,0,-3
CCCCOc1ccc(C(=O)CCN2CCOCC2)cc1,0,-1,-0.1,1,-3,1,11,-1,-1,-2

# Entries of single compounds from above. Values in the order: sPLA2-III inh, UHRF1 MBD2 ctr, KLK7 zymogen act, PLC-gamma1 inh, Tn6 DDE FP, PLCb3 inh, ASAP1 GAP inh, Rev-erbA mod, ARFGAP1 inh, Tn7 DDE FP
# Results for CCN(CC)CC(=O)Nc1sc2c(c1C(=O)c1ccccc1C)CCC2 = 5, 3, 0.5, 1, -3, -6, -6, 2, 5, -5
# Results for CCOc1ccc(/C=N/NC(=O)C(C)Sc2ccccn2)cc1OCC (stereo not given) = 6, 0, -0.1, 1, 1, -1, 10, 0, 14, 8
# Results for CC1CN(C2=NC(=O)/C(=C3/C(=O)N(Cc4ccc(F)cc4)c4ccccc43)S2)CC(C)O1 (stereo not given) = -4, 1, 0.2, 3, -2, -4, 0, 2, 4, 1
